H9c2 TAG inh – inhibitors of triacylglycerol accumulation, primary screen, cell-based, uHTS, fluorescence, H9c2 | H9c2 cells, Nile Red lipid (TAG) fluorescence; cells loaded with 200 µM oleic acid | inhibition, % at 12.5 µM | 0.66% of 230,000 active | AID 651582, 2012;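 active = pattern-corrected inhibition of lipid staining of at least 50% with the nuclear-stain viability signal not falling by more than 50%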;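 note: 0% = DMSO wells and 100% = triacsin C control wells; some results filed as inactive read as strong as hits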
H9c2 TAG inh DAPI viability – further read-out of H9c2 TAG inh, marked with its call; DAPI nuclei signal change (viability), lower = more cytotoxic, %;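 whole-well DAPI fluorescence read on a plate reader as a viability signal; minus 50 percent equals half of cells still viable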
Active calls of the source: *. The list is partial; the hit share may differ from the screen's.

Every second line gives: H9c2 TAG inh	H9c2 TAG inh DAPI viability
CN(C)S(=O)(=O)c1ccc(Cl)c(NC(=O)CN2C(=O)NC3(CCc4ccccc43)C2=O)c1 (configuration not stated)
 : 19	0
Oc1ccccc1Nc1nc(NCc2ccccc2)c2ccccc2n1
 : 15	28
O=C1CN(C(=O)COC(=O)COc2ccccc2)c2ccccc2N1
 : 3	7
CCOC(=O)C1=NNC(C(=O)c2ccc(OC)cc2)C1c1ccccc1 (configuration not stated)
 : -1	-1
CCCN1CCN(CCCNC(=O)c2ccc3nc(N4CCCCC4)sc3c2)CC1
 : 0	3
CN(CC(=O)Nc1ccc(F)c(F)c1F)C(=O)/C=C/c1ccco1
 : 1	0
Cc1c(C(=O)Nc2ccc(F)cc2)c2ccccn2c1CCc1ccncc1
 : 3	7
CCCn1ncc(CN2CCC(Cc3cccc(F)c3)(C(=O)OCC)CC2)c1C
 : 9	-2
O=C(CSc1nnc(Cn2c(=O)sc3ccccc32)n1-c1ccccc1)NCC1CCCO1 (configuration not stated)
 : -29	-3
O=C(Cc1ccccc1)NNC(=S)NC(=O)c1cccnc1
 : -6	4
O=c1c2sc3ccccc3c2[nH]c(=S)n1CCN1CCOCC1
 : 5	-1
COc1cccc(-c2csc(NC3OC(=O)c4c3ccc(OC)c4OC)n2)c1 (configuration not stated)
 : -10	-8
CN1C(=O)N(C)C2C1N(CN1CCCCC1)C(=O)N2CN1CCCCC1 (configuration not stated)
 : 1	-13
CCc1c(C)n([O-])c2c([n+]1=O)CCCCC2
 : 0	-1
CC1=NN(c2nc(-c3ccc(C)cc3)cs2)C(=O)C1N=Nc1ccc(C(N)=O)cc1 (configuration not stated)
 : 9	-1
Cc1noc(C)c1C(=O)N1CCN(c2ccc(OCc3ccccc3)cc2)CC1
 : -7	3
COc1cc(CN(C)C(=O)C2CCN(S(=O)(=O)c3cccs3)CC2)ccc1OC(F)F
 : -5	-6
O=C1CCCN1CC(=O)N1CCCC(Nc2cccc(F)c2)C1 (configuration not stated)
 : -13	8
Cc1cc(N2CCC(C)CC2)n2ncc(-c3ccccc3)c2n1
 : -1	41
Cc1cccc(C(=O)OCC(=O)Nc2sccc2C(N)=O)c1C
 : -3	1
O=Cc1c[nH]c2cccc(OCc3ccccc3)c12
 : -3	-11
O=C(CNC(=O)Cn1ccc2ccccc2c1=O)NCCCN1CCN(c2cccc(Cl)c2)CC1
 : 4	1
CCN(C(=O)COn1nnc2ccc(S(=O)(=O)N(C)C)cc21)C1CCS(=O)(=O)C1 (configuration not stated)
 : -6	4
Cc1[nH]c2ccc(S(N)(=O)=O)cc2c1C
 : -7	-22
COc1cc(C(=O)NCC(c2ccc(F)cc2)N2CCOCC2)ccc1OCc1ccccc1Cl (configuration not stated)
 : 17	-10
Cc1nnsc1Sc1ccccc1
 : -16	13
CNS(=O)(=O)c1cnccc1N1CCN(c2cccc(Cl)c2)CC1
 : 4	5
COc1ccc(/C=C/C(=O)O)cc1S(=O)(=O)NCc1ccco1
 : 7	5
O=C(/C=C/c1cccc(Cl)c1)OCc1cn2cc(Cl)ccc2n1
 : -2	8
CCC(c1nnnn1CC1CCCO1)N(CCN1CCOCC1)Cc1cc2cc(C)ccc2[nH]c1=O (configuration not stated)
 : 8	0
O=C(c1cc(COc2c(F)cccc2F)on1)N1CCCCCC1
 : -14	11
COCC(=O)N1CCC(Oc2ccc(C(=O)N3CCCCCC3)cc2)CC1
 : -2	-7
COc1ccc2[nH]cc(S(=O)(=O)c3ccc(F)cc3)c(=O)c2c1
 : -10	4
COc1ccc(CNC(=O)COC(=O)c2cccn2C)cc1
 : 3	-8
COc1cc(/C=C(/NC(=O)c2ccccc2)C(=O)N2CCN(C)CC2)c([N+](=O)[O-])cc1OC
 : -4	-7
NNC(=O)c1ccc(CN2C(=O)c3cccc4cccc2c34)cc1
 : 2	1
Cc1ccc(C)c(N2CCN(CCCNC(=O)Cn3cccc3C(=O)c3ccccc3)CC2)c1
 : 6	36
OCCC#Cc1ccc(CN2CCN(Cc3ccccc3)C(CCO)C2)cc1 (configuration not stated)
 : -10	4
O=C(ONC1=NCCCCC1)c1ccc(Cl)cc1
 : 5	-2
COc1ccc(C(=O)NCCc2nnc3ccc(SCC(=O)Nc4cc(C)on4)nn23)cc1
 : 12	-7
COc1ccc(C2(c3ccc(OC)cc3)NC(=O)N(CC(=O)NC3CCS(=O)(=O)C3)C2=O)cc1 (configuration not stated)
 : -47	-1
O=C(NNc1nc2c(F)cccc2s1)c1ccccc1
 : -2	5
Cc1cc(C)n(-c2nc(N(C)C)nc(N3CCOCC3)n2)n1
 : -18	11
CNC(=O)c1c(NC(=O)c2ccco2)sc2c1CCC2
 : 7	7
Cn1c(N2CCN(c3ccccn3)CC2)nc2c1c(=O)n(Cc1ccc(Cl)cc1)c(=O)n2C
 : 14	-4
S=C(NCc1ccccc1)Nc1ccc2cn[nH]c2c1
 : -14	10
Fc1ccc(/C=C2\CCCC3=C2Nc2ncnn2C3c2ccc(F)cc2)cc1 (configuration not stated)
 : 98	-62
N#Cc1cc[n+](CC(=O)c2ccc(NC(=O)c3ccccc3)cc2)cc1
 : 8	-4
CCN1CCN(CCCNC(=O)C2c3ccccc3C(=O)N(c3ccc(OC)cc3)C2c2ccc(OC)cc2)CC1 (configuration not stated)
 : 12	0
Cc1cccc2cc(C#N)c(N3CCN(C)CC3)nc12
 : -12	20
Cc1cccc(NC(=O)CN2C(=O)S/C(=C\c3cccn3-c3cccc(C(=O)O)c3)C2=O)c1
 : -2	2
COc1ccc(-c2nnc(NC(=O)c3ccccc3C)o2)cc1
 : 1	5
CCOc1cc(C=O)c(Br)cc1OC1CCCC1
 : 11	-5
O=C(OCCN1C(=O)c2ccccc2C1=O)c1ccc(S(=O)(=O)N2CCCCCC2)cc1
 : -12	2
CCN(CC)C1CCCCC1NS(=O)(=O)c1ccc(Cl)cc1 (configuration not stated)
 : 9	7
Cc1cccc(NC(=O)CSc2nnc(Cc3ccccc3)o2)c1
 : -3	-1
CC(=O)c1c(C)[nH]c(C2=NNC(=NC(C)(C)C)SC2)c1C
 : 16	5
CC(O)c1nc2ccccc2n1CC(=O)Nc1ccc(F)cc1Cl (configuration not stated)
 : -12	0
CCN(CC(=O)Nc1ccccc1C(F)(F)F)C(=O)Cc1ccc2c(c1)CCC2
 : 15	-2
CCCCCC1CCC(c2nnc(SCC(C)=O)o2)CC1 (configuration not stated)
 : 17	2

(more compounds)
Every second line gives: H9c2 TAG inh	H9c2 TAG inh DAPI viability
COCOCCn1cc(CN2CCS(=O)(=O)N(Cc3ccc(-c4cccc(CO)c4)cc3)C(C(C)C)C2=O)nn1 (configuration not stated)
 : -16	13
CCCN1C(=O)C(Cc2nc3ccccc3c(=O)n2C)c2ccccc21 (configuration not stated)
 : 13	-2
O=S1(=O)C=C(N2CCOCC2)c2ccccc21
 : -1	-7
COc1cc(CN2CCN(c3cccc(C)c3C)CC2)cc(Br)c1O
 : -11	10
COC(=O)CSc1ncnc2c1sc1nc(N3CCOCC3)c3c(c12)CCCC3
 : 30	-5
CC(C)Oc1cccc(C(=O)N2CCCC2)c1
 : -24	1
CN(CC(=O)Nc1cccc(F)c1)C(=O)c1cc(-c2ccccc2)nc2ccccc12
 : 0	-1
CC(=O)C1(C)C(=O)N(c2ccc(F)cc2)C(=O)N1c1ccc(F)cc1 (configuration not stated)
 : -14	5
COCCNC(=O)c1cc2nc(-c3ccccc3)cc(C)n2n1
 : 6	-5
O=C1NC2=C(C(=O)CCC2)C(c2cccc([N+](=O)[O-])c2)N1 (configuration not stated)
 : 0	-14
CCC(C)c1ccc(NC(=S)NCCn2cc(Cl)cn2)cc1 (configuration not stated)
 : -17	-1
O=C(c1ccc(C(F)(F)F)cc1)C1CCCN(C(=O)Cn2cncn2)C1 (configuration not stated)
 : 14	-4
CS(=O)(=O)Nc1cccc(NC(=O)c2ccc(-n3ccnc3)c3ccoc23)c1
 : 10	-2
Cc1nc2cc(N3CCN(C)CC3)c(NC(=O)Cc3ccccc3)cc2c(=O)n1Cc1ccccc1
 : 11	7
CCc1nc(Nc2ccc(OC)c(OC)c2)c2nnn(Cc3ccccc3Cl)c2n1
 : -13	12
Cc1cccc(NC(=O)c2cccs2)n1
 : 13	-16
CCOC(=O)N1CCN(CC(O)COCCC23CC4CC(CC(C4)C2)C3)CC1 (configuration not stated)
 : -5	9
CC(=O)Nc1ccc(S(=O)(=O)N=S(C)(C)=O)cc1
 : 8	5
O=S1(=O)c2ccccc2C(O)(c2ccccc2)c2ccccc21
 : -2	4
N#CC1C(=O)Nc2cccnc21 (configuration not stated)
 : 4	8
CCCCNC(=O)[C@]1(C)CCC[C@@]2(C)C3CC[C@@]4(C)C[C@]3(CCC21)CC4=O (some centres not stated)
 : 13	-17
CC1CCCC(NC(=O)/C=C/c2c(F)cccc2Cl)C1C (configuration not stated)
 : 22	-20
CC(C)c1csc2nc3n(c(=O)c12)CCCCC3
 : 2	1
COc1cccc(C(=O)OCC(=O)NCCNC(=O)COC(=O)c2cccc(OC)c2OC)c1OC
 : 5	-2
Cc1ccc(NC(=O)CCN2CCC(C(N)=O)CC2)cc1
 : -1	0
Cc1ccccc1C(=O)NCc1nnc(SCC(=O)N2c3ccccc3Sc3ccccc32)n1C
 : 9	-3
FC(F)(F)C(F)(F)C(F)(F)c1nc2nc(Cl)c(Cl)nc2[nH]1
 : -1	14
Cc1nnc(SCC(=O)Nc2cccc(S(=O)(=O)NC3=NCCCCC3)c2)n1Cc1ccccc1
 : 13	12
Cc1sc(-c2ccccn2)nc1OC(=O)c1ccc(Cl)cc1
 : -2	-3
Cc1cccc(C(=O)OCC(=O)c2c(N)n(CC(C)C)c(=O)n(C)c2=O)c1O
 : -6	6

3 compounds out of the list, sorted by molecular weight, largest number first:
Every second line gives: H9c2 TAG inh	H9c2 TAG inh DAPI viability
COc1cccc(C(=O)OCC(=O)NCCNC(=O)COC(=O)c2cccc(OC)c2OC)c1OC
 : 5	-2
CCCCNC(=O)[C@]1(C)CCC[C@@]2(C)C3CC[C@@]4(C)C[C@]3(CCC21)CC4=O (some centres not stated)
 : 13	-17
Cc1ccc(NC(=O)CCN2CCC(C(N)=O)CC2)cc1
 : -1	0

Carrying on:
Every second line gives: H9c2 TAG inh	H9c2 TAG inh DAPI viability
CCCCC1=CC2=CC(=O)C(C)(OC(=O)CC)C(=O)C2=CN1CCOC (configuration not stated)
 : 23	1
CCc1ccc(S(=O)(=O)NCc2cccs2)cc1
 : -3	1
CC(=O)N1CCN(S(=O)(=O)c2cccc(C(=O)OCc3cccc(F)c3)c2)CC1
 : -18	2
O=S1(=O)c2ccc(Br)cc2N2CCC[C@H]2CN1Cc1ccccc1
 : -37	-28
O=C(c1cccc(S(=O)(=O)N2CCCCC2)c1)N(CCc1ccccc1)Cc1ccccc1
 : 7	-9
O=[N+]([O-])c1ccc(Nc2nc(N3CCOCC3)nc(N3CCOCC3)n2)cc1
 : 53*	-22*
CC1CCN(C(=O)CN2C(=O)NC3(CCCc4ccccc43)C2=O)CC1 (configuration not stated)
 : -9	40
CCOC(=O)c1c(NC(=O)Nc2ccc(Cl)cc2)sc(C)c1C
 : 0	0
CCc1c(C)nc2c(OC)cccc2c1Cl
 : -10	-6
CC(NC(=O)c1ccc(Br)cc1)C(=O)NC1=NCCS1 (configuration not stated)
 : -3	1
CCCOC(=O)c1ccc(OCC(O)Cn2c(C)nc3ccccc32)cc1 (configuration not stated)
 : -36	16
Cc1cc(Cl)cc(Br)c1OCCCCn1cncn1
 : 2	-2
Cc1cc(Cl)c2c(c1)[C@]1(C(=O)N2)[C@@H]2C(=O)N(Cc3ccccc3)C(=O)[C@@H]2[C@@H]2CCCN21
 : 10	-11
COc1ccc(CCNc2ccc(C(=O)O)cc2[N+](=O)[O-])cc1OC
 : 7	1
COc1ccc([C@H]2[C@@H](C#N)[C@H](C#N)N3CCCN23)cc1
 : 1	5

Retrieved by structure from above:
Every second line gives: H9c2 TAG inh	H9c2 TAG inh DAPI viability
Cc1cc(Cl)c2c(c1)[C@]1(C(=O)N2)[C@@H]2C(=O)N(Cc3ccccc3)C(=O)[C@@H]2[C@@H]2CCCN21
 : 10	-11
O=S1(=O)c2ccc(Br)cc2N2CCC[C@H]2CN1Cc1ccccc1
 : -37	-28
O=C(c1cccc(S(=O)(=O)N2CCCCC2)c1)N(CCc1ccccc1)Cc1ccccc1
 : 7	-9
CCCOC(=O)c1ccc(OCC(O)Cn2c(C)nc3ccccc32)cc1 (configuration not stated)
 : -36	16
COc1ccc(CCNc2ccc(C(=O)O)cc2[N+](=O)[O-])cc1OC
 : 7	1

New compounds follow
Every second line gives: H9c2 TAG inh	H9c2 TAG inh DAPI viability
Cc1nc2cc(Cl)c([N+](=O)[O-])cc2s1
 : 5	1
COc1ccc(S(=O)(=O)Cc2ccc(C(=O)NC(C)C)o2)cc1
 : 9	-5
O=C(NNC(=S)NCC1CCCO1)c1cccc(S(=O)(=O)N2CCOCC2)c1 (configuration not stated)
 : 1	-4
CCOC(=O)c1oc2ccccc2c1CN1CCN(C)CC1
 : 0	-3
CN(CC(=O)Nc1ccccc1Br)C(=O)c1ccc(-c2ccc(Cl)cc2)o1
 : -13	2
CSc1nnc(CCCCCNC(=O)OC(C)(C)C)o1
 : -10	0

Another view of part of the listing above.
Structure	H9c2 TAG inh	H9c2 TAG inh DAPI viability
CN(CC(=O)Nc1ccccc1Br)C(=O)c1ccc(-c2ccc(Cl)cc2)o1	-13	2
CSc1nnc(CCCCCNC(=O)OC(C)(C)C)o1	-10	0

Screening data (PubChem BioAssay)
